p97 ATPase inh: inhibitors of human p97 ATPase; P55072; recombinant p97 ATPase, Kinase-Glo ATP luminescence, 3 h; 220,000 compounds, 0.42% hits; inhibition, % at 8 µM; in the data active means inhibition above about 15%;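 further: 0% = DMSO vehicle and 100% = wells lacking enzyme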
Tb hexokinase: blocks Trypanosoma brucei hexokinase 1 activity; inhibition, % at 10 µM; AID 1430; recombinant TbHK1, G6PDH-coupled NADH A340; 220,000 compounds, 0.11% hits;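 active means inhibition of 50% or more in the single-dose primary screen; inactive means inhibition below 50%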
PGE2 EP2 inh: inhibitors of human EP2 prostaglandin E2 receptor. P43116. C6 glioma cells expressing human EP2, cAMP TR-FRET; cells stimulated with saturating PGE2. inhibition, % at 25 µM. 260,000 compounds, 0.52% hits;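 active means percent inhibition above 40 after rounding to a whole number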;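 further: rat C6 glioma host cells with rolipram phosphodiesterase inhibitor present; the protocol text gives 20 µM as final concentration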
Target sequence (P43116 whole entry, looked up): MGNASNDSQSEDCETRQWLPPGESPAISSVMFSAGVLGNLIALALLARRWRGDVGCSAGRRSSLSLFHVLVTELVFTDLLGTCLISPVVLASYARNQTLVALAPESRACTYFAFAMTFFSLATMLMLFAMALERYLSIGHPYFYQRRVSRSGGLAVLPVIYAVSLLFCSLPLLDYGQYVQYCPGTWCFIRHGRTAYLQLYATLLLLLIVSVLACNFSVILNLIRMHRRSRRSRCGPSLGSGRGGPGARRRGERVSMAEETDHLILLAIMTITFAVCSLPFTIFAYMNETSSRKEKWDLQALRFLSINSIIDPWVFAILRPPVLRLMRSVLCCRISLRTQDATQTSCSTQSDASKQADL
Furin inh: human furin inhibition; AID 463115; inhibition, % at 30 µM; P09958; 220,000 compounds, 0.061% hits; purified furin, fluorogenic substrate cleavage; in the data active means inhibition above about 25%; further: inactives centre near -15
BaF3 parental: parental Ba/F3 viability inhibition as JAK2V617F counter-screen. CellTiter-Glo ATP luminescence. inhibition, % at 5.6 µM. 220,000 compounds, 1.1% hits;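 active means inhibition above a per-campaign cutoff, the mean inhibition of all tested compounds plus 3 SD, cut at about 27% in these data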;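 further: 0% = DMSO wells and 100% = JAK Inhibitor I control wells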
PPC-1+TRAIL kill: kills PPC-1 cancer cells in the presence of TRAIL. AID 1443. 220,000 compounds, 0.41% hits. cell killing (% activity), % at 4 µM. PPC-1 cells + TRAIL, ATPLite viability luminescence;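 active means cell killing above 50% in the first pass at 4 µM, then a duplicate retest at 5 µM averaging 50% or more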;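 further: plate controls were cells with TRAIL plus DMSO for no effect and medium-only wells lacking cells for full effect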
RBBP9 inhibitor: inhibitors of human serine hydrolase RBBP9. O75884. recombinant RBBP9, FP-Rh probe fluorescence polarization. inhibition, % at 7.94 µM. 220,000 compounds, 0.2% hits;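 active means inhibition above the campaign mean of all tested compounds plus 3 SD, cut at about 14% in these data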;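 further: plate controls were DMSO wells with RBBP9 for no effect and wells lacking RBBP9 protein for full effect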
Target sequence (O75884 whole entry, looked up): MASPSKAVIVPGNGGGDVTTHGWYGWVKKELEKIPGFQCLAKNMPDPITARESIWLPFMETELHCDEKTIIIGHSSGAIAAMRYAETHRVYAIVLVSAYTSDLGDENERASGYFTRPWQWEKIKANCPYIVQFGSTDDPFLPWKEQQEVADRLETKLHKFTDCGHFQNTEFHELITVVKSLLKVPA
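System: RBBP9 protein / Quantity: 2.5 µM RBBP9 dispensing solution, before mixing / Also added: Serine-hydrolase probe FP-Rh, 375 nM pre-mixing / Dosing: 7.94 µM single dose, 0.794% DMSO / Timing: enzyme-compound preincubation 30 min, then probe labeling 45 min, 25 °C / Signal: FP readout at 525/598 nm / Controls: DMSO-treated enzyme wells and wells lacking RBBP9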
Ba/F3 V617F tox: loss of viability in JAK2V617F-driven Ba/F3 cells | 220,000 compounds, 1.1% hits | Ba/F3 EpoR-JAK2V617F viability, ATP luminescence | AID 1446 | inhibition, % at 5.6 µM;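 active means inhibition above the campaign mean plus 3 SD over all tested compounds, cut at about 24% in these data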;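 further: cytokine-independent growth of Ba/F3 cells driven by EpoR plus mutant JAK2; 0% = DMSO-treated cells and 100% = JAK inhibitor I control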
NCF1 inh: p47phox (human) inhibition | inhibition, % at 24.7 µM | P14598 | AID 1274 | p47phox/p22phox peptide binding, fluorescence polarization, 2 h | 220,000 compounds, 0.53% hits;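 active means inhibition above about 30%, limit read from the data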;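 further: 0% = p47phox with labelled peptide and 100% = labelled peptide alone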
Target sequence (P14598 whole entry, looked up): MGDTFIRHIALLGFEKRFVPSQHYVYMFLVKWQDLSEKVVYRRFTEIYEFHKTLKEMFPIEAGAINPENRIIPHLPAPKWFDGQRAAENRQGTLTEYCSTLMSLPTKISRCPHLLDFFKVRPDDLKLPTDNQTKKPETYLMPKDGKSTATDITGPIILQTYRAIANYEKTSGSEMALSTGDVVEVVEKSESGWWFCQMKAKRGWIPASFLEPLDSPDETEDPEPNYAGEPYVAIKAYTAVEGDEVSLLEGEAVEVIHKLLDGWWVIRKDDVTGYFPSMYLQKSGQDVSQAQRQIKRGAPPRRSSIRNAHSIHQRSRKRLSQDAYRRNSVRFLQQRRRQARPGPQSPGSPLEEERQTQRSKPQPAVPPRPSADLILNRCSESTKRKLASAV
An asterisk follows results filed as active; / = no result given; & = joins results of further samples; [ ] = another dose, or the depositor's remark.

SMILES	p97 ATPase inh	Tb hexokinase	PGE2 EP2 inh	Furin inh	BaF3 parental	PPC-1+TRAIL kill	RBBP9 inhibitor	Ba/F3 V617F tox	NCF1 inh
Cc1cc(NC(=O)c2ccccc2-c2ccccc2C(=O)O)no1	0	1	5	-7	1	50*	-8	1	-5
COc1ccc(OC)c(C2C3=C(CCCC3=O)Nc3nnnn32)c1 (stereo unspecified)	2	-23	2	-27	4	10	-3	0	-12
CSc1ccccc1NC(=O)c1cc(C)on1	0	1	5	-15[20 µM]	5	37	0	-1	-2
Cc1ccc(S(=O)(=O)Nc2ccc3nc(-c4cccn4C)[nH]c3c2)cc1	1	-9	18	-13[20 µM]	2	10	-2	-2	-8
O=C(NCCc1ccccc1)c1ccccc1F	-1	6	5	-8	7	17	-9	3	0
COc1ccc(/C=C/C(=O)OC(C)CN2CCOCC2)cc1 (stereo unspecified)	1	-14	3	-18	3	7	0	0	12
Cc1ccc(S(=O)(=O)N(Cc2cc3cccc(C)c3[nH]c2=O)c2ccccc2)cc1	-2	-10	5	-25	5	4	-11	2	-7
CC(C)OCCCn1c(=S)[nH]c2cc3c(cc2c1=O)OCO3	-1	-11	1	-15	-2	19	8	-3	-19
O=C(Nc1ccccc1)c1ccc(-c2ccc(Br)cc2)o1	0	-14	15	-10[20 µM]	-1	28	-19	-3	-17
Cc1ccnc(NC(=O)C(C)n2cc([N+](=O)[O-])cn2)c1 (stereo unspecified)	8	-4	6	-15	6	17	-7	-2	5
O=C1CC(N2CCN(c3ccc(C(=O)c4ccc(F)cc4)cc3)CC2)C(=O)N1 (stereo unspecified)	-1	-41	22	0	4	15	-7	-2	-9
O=C(Nc1cccc(S(=O)(=O)N2CCOCC2)c1)c1cnccn1	8	-4	2	-23	-1	26	-4	-2	4
Cc1nc2c(sc3nc(N4CCOCC4)c4c(c32)CC(C)(C)OC4)c(-c2ccc(Cl)cc2)c1C(=O)O	-2	-26	9	-7	-1	6	-11	2	-83
CC(=O)Nc1ccc(N2CCCC2)cc1	1	-5	5	-16[20 µM]	2	24	1	-2	-11
CCC(C)C(=O)Nc1nc(C)c(-c2csc(Nc3ccc(Cl)cc3)n2)s1 (stereo unspecified)	6	-11	15	-14[20 µM]	1	9	-6	-2	-68
CC1(C)CC(=O)C(C2C3=C(CC(C)(C)CC3=O)Oc3ccc4ccccc4c32)C(=O)C1 (stereo unspecified)	4	-8	1	-20	2	9	-7	-6	-2
CN(c1cccc(NC(=O)CSc2ccc(Cl)cc2)c1)S(C)(=O)=O	-4	-4	6	-20[20 µM]	5	29	-4	0	-2
Cc1nc2ccccc2c2oc(C(=O)Nc3ccc4c(c3)OCCO4)cc12	2	-9	9	-9	1	9	-6	-3	-15
COc1ccc2cc(/C(C)=N/NC(=O)C3CC3)ccc2c1	3	-14	6	-29	3	28	0	0	1
C=CCn1c(Br)nc2c1c(=O)[nH]c(=O)n2C	8	0	-1	-15[20 µM]	-1	9	5	-4	-7
CCOC(=O)c1sc(NC(=O)CSc2nnnn2-c2ccccc2)nc1C	2	-6	5	-24	2	-17	-8	0	-16
O=C(c1cccc(S(=O)(=O)N2CCOCC2)c1)N1CCN(S(=O)(=O)c2cccs2)CC1	4	-4	12	-15	8	10	0	0	-7
COc1ccc(OCC(=O)N2CCN(C(=O)c3cccc4ccccc34)CC2)cc1	-3	3	9	-22[20 µM]	4	-10	-5	-2	0
Cc1[nH]n(-c2ccccc2)c(=O)c1/C=N/O	-1	10	10	-12	1	-2	0	-2	6
COC(=O)/C=C/S(=O)(=O)c1ccc(NC(C)=O)cc1	6	1	5	-32	19	-2	-11	26*	3
Nc1nc(CN2CCN(c3ccccc3)CC2)nc(Nc2ccc(Cl)cc2)n1	3	-3	6	-27	2	8	2	2	-7
CCCC(=O)N1c2ccccc2C(=C2SC(C(=O)OC)=C(C(=O)OC)S2)C(=S)C1(C)C	-4	3	9	-2[20 µM]	6	13	-8	1	-2
Cc1cc2nn(-c3cccc4ccccc34)nc2cc1NC(=O)c1cccs1	4	-10	11	-15[20 µM]	4	1	-24	-2	-9
COc1ccccc1C1=NOC(COc2ccc3c(C)cc(=O)oc3c2)C1 (stereo unspecified)	-5	-15	1	-10	78*	17	-8	75*	-3
CCN(CC)c1ncnc2c1cnn2C	-3	0	9	-3	7	-8	-6	4	1
O=S(=O)(CCSc1nc2ccccc2o1)Cc1ccccc1	1	-1	12	-3[20 µM]	1	14	6	-4	-11
Cc1ccc(NC(=S)c2ccc(N(C)C)cc2)cc1	1	-13	2	-29	1	9	-5	-2	-19
O=C(CN(Cc1cccs1)S(=O)(=O)c1ccc(S(=O)(=O)NC2CCCCC2)cc1)Nc1ccccc1	-4	8	7	-11	9	-5	-45	3	-5
CN(Cc1ccccc1)C(=S)NC(=O)C1CCCCC1	3	-1	5	1	8	-4	-5	-1	-16
O=C1NNC(=O)C2C3C=CC(C4CC34)C12 (stereo unspecified)	3	2	7	-17[20 µM]	5	-30	3	-1	12
Cc1ccc2nc(N3C(=O)C(O)=C(C(=O)c4ccc(C)o4)C3c3cccc(O)c3)sc2c1 (stereo unspecified)	2	-2	32&36	-22	12	13	-7	3	-56
COc1cc(NC(=O)c2ccco2)c(C(=O)O)cc1OC	0	-13	8	6[20 µM]	6	-9	2	1	2
Cc1ccc(NC2=C/C(=N/S(=O)(=O)c3cccs3)c3ccccc3C2=O)cc1	4	11	31	-10	3	38	0	-5	20
Cc1nn(-c2ccccc2)c(C)c1C(=O)NCc1cccs1	5	30	3	-20	2	21	-5	-6	6
CCOc1ccc(NC(=O)CSc2nnc(-c3ccncc3)n2CC2CCCO2)cc1 (stereo unspecified)	-5	3	9	-30	2	3	-8	0	-2
CCOc1ccc(CC(=O)Nc2ccc(NC(=O)c3ccco3)cc2)cc1OCC	-2	2	7	-12	0	4	-7	-1	-1
O=[N+]([O-])c1cc(-c2nnc(C34CC5CC(CC(C5)C3)C4)o2)cc([N+](=O)[O-])c1	3	4	/	-26[20 µM]	-2	-12	-7	-2	3
O=C(CSc1nnc(Nc2ccccc2)s1)NN1C(=O)NC2(CCCCC2)C1=O	1	-5	5	-5	8	16	-3	2	-13
Cc1ccccc1SCC(=O)NC1CCOC1=O (stereo unspecified)	0	5	8	-25	5	12	-1	2	-15
O=C(COC(=O)CNS(=O)(=O)/C=C/c1ccccc1)Nc1cccc2ccccc12	6	0	10	-14	3	10	-1	-1	-27
O=C(Nc1nc(=O)n(C(=O)c2cccc(C(F)(F)F)c2)s1)c1ccccc1	4	-11	9	-40	-1	3	2	-1	-18
COc1ccc(-n2c(C)nc3c(cnn3-c3ccc(Cl)cc3)c2=O)cc1	-2	-8	18	-15	3	-10	6	-3	6
Cc1ccc(C(c2nnnn2C2CCCCC2)N2CCN3CCCC3C2)cc1 (stereo unspecified)	0	5	8	-19[20 µM]	1	17	-7	-4	-12
COCCCn1c(=O)/c(=C\c2ccc(OC(F)F)c(OC)c2)s/c1=C(/C#N)C(N)=O	4	-14	8	-23	-4	8	3	-1	-15
N#CCSc1nnc(COc2cccc3ccccc23)n1-c1ccccc1	0	-5	6	-14	4	-9	-14	2	-1
CCOC(=O)CSc1nc2sc(C)c(C)c2c(=O)n1C	3	-7	7	-24[20 µM]	5	-3	1	-2	-2
Cc1cc(C)nc(SCc2nnc(SCC(=O)O)n2-c2ccccc2)n1	4	1	5	-22	4	3	3	0	3
O=C(CN(C(=O)CNS(=O)(=O)c1ccccc1)c1ccc2c(c1)OCCO2)NC1CCCCC1	-5	5	10&11	-9	6	10	-4	4	-12
CC(NC(=O)c1ccnc(C(C)(C)C)c1)c1ccccc1 (stereo unspecified)	-5	1	6	-13[20 µM]	5	8	-9	2	-1
Cn1nnc(NC(=O)c2cccc(F)c2)n1	2	-4	5	-22	1	-14	-5	-4	3
CCn1c(C)cc(/C=C2/NC(=O)N(Cc3ccccc3F)C2=O)c1C	0	-10	11	-22	7	12	3	4	-26
CCOc1ncccc1C(=O)Nc1ccc(F)c(F)c1	3	-6	5	-19	-1	5	-4	-3	-8
CCOC(=O)CSc1nc(C)cc(C)c1C#N	1	25	4	-13[20 µM]	3	-11	-5	-1	-3
Cc1cccc(-c2ncc(CN3CCCC(CO)(Cc4ccccc4C)C3)cn2)c1 (stereo unspecified)	0	-15	3	-20	2	5	-2	-3	-38
O=C(OCc1nc2ccccc2s1)C1CCN(C2=NS(=O)(=O)c3ccccc32)CC1	3	-2	11	-18	2	18	-8	-3	-32
(continued)
SMILES	p97 ATPase inh	Tb hexokinase	PGE2 EP2 inh	Furin inh	BaF3 parental	PPC-1+TRAIL kill	RBBP9 inhibitor	Ba/F3 V617F tox	NCF1 inh
Cc1ccc(C(=O)COC(=O)CCC(=O)Nc2cc(Cl)ccc2Cl)cc1[N+](=O)[O-]	1	-2	10	-12[20 µM]	-3	2	-4	-1	-1
Cc1noc(C)c1C(=O)OCC(=O)Nc1ccccc1Oc1ccccc1	3	1	11	-24[20 µM]	4	22	-1	-2	-6
S=C(Nc1ccccc1)N1CCCCCC1	1	1	11	-25	1	27	-4	-2	-7
CCC(C)(C)c1ccc(Oc2ccc(NC(=O)COC(=O)C3=COCCO3)cc2)cc1	-4	-8	12	-7[20 µM]	4	-3	-7	1	-23
COc1ccc(S(=O)(=O)N(C)CC(=O)Nc2ccccc2C(F)(F)F)cc1OC	9	-3	8	-11[20 µM]	0	-2	-3	-6	-7
COc1cc(CC(NC(C)=O)C(=O)NC2CCN(c3nc(C)cc(C)c3C#N)CC2)cc(OC)c1 (stereo unspecified)	1	1	/	-24	4	-2	-8	-4	-4
CCOC(=O)C1CCN(C(=O)/C=C/c2ccc(OC)cc2)CC1	0	-11	17	-12[20 µM]	0	4	10	-2	0
COC(=O)c1ccc(CSc2nc(-c3ccco3)cc(C(F)(F)F)n2)o1	0	-10	16	-12[20 µM]	6	-1	0	-1	-34
C#CCN(C(=O)Nc1ccccc1)c1ccccc1	3	-2	4	-14	0	-7	-6	-2	-6
CC(=O)N(C)c1ccc(N=Nc2c(C)[nH]n(C(N)=S)c2=O)cc1	1	-11	1	-3	2	-17	-4	-1	1
CC(C)c1nnc(NC(=O)CSc2ccccc2)s1	-2	11	11	-5[20 µM]	8	23	-6	4	-15
O=C(Nc1ccccc1Cl)c1cccc(NC(=O)C2C3CC4OC(=O)C2C4C3)c1 (stereo unspecified)	-9	-5	8	-11[20 µM]	4	1	-8	1	-1

High-throughput results: PubChem BioAssay, several laboratories

The list is partial; the hit share may differ from the screen's.
